EP2 modulator: modulates human prostaglandin E2 receptor EP2 signaling. EP2-expressing cells, cAMP HTRF FRET, PGE2 co-stimulation. P43116. induction, % at 25 µM. actives 0.83% (n = 260,000). AID 940;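 active = compounds whose cAMP rise, as percent of the full-agonist control response, exceeds 60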;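 note: rat C6 glioma line stably carrying human EP2 under a CMV promoter; the protocol text gives 20 µM as final concentration; 100% = response of wells given 1 µM PGE2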
Runt-CBFb FRET: inhibitors of human RUNX1 Runt domain binding to CBFb. Q01196+Q13951. inhibition, % at 20 µM. Cerulean-Runt/Venus-CBFb FRET ratio 530/480, 1 h. AID 1496. actives 0.46% (n = 220,000);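 active = inhibition over about 50% at 20 µM in the single-dose screen, limit read from the data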;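 note: 0% = DMSO wells and 100% = excess unlabeled CBFb competitor control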
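Measured by: fluorescence energy transfer, 422 nm excitation, 530/480 nm emission; Assay system: Cerulean-Runt domain; Medium: Tris pH 7.5 buffer with BSA; Measure: loss of energy transfer signal; Controls: 5 µM unlabeled CBFb as full-inhibition high control; Incubation: protein complex preformed 1 h, compound exposure 1 h, room temperature, dark.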
TNF death inh: inhibitors of TNF-alpha induced necroptosis in Jurkat FADD-/- cells. Jurkat FADD-/- TNF necroptosis rescue, ATP luminescence, 24 h; 0 = TNF only, 100 = no-TNF cells. activation (protection from cell death), % at 10 µM. actives 0.068% (n = 220,000). AID 463075;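 active = activation, meaning protection from cell death, of at least 50% relative to plate controls; inactive = activation below 50%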;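 note: necroptosis triggered by 40 ng/mL TNF-alpha added together with compound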
PERK inh: blocks human PERK kinase; CHO PERK-DD fusion, SEAP luminescence translation reporter; inhibition, % at 5.6 µM; actives 0.17% (n = 220,000); AID 1416;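 active = inhibition above the mean inhibition of all tested compounds plus 3 SD, set separately per screening campaign, cut at about 2.9% in these data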;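 note: PERK kinase domain activated by AP20187 dimerizer at 100 nM; 0% = DMSO with dimerizer and 100% = rapamycin at 8.4 µM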
Target sequence (Q9NZJ5 whole entry, looked up, the tested form may be a part): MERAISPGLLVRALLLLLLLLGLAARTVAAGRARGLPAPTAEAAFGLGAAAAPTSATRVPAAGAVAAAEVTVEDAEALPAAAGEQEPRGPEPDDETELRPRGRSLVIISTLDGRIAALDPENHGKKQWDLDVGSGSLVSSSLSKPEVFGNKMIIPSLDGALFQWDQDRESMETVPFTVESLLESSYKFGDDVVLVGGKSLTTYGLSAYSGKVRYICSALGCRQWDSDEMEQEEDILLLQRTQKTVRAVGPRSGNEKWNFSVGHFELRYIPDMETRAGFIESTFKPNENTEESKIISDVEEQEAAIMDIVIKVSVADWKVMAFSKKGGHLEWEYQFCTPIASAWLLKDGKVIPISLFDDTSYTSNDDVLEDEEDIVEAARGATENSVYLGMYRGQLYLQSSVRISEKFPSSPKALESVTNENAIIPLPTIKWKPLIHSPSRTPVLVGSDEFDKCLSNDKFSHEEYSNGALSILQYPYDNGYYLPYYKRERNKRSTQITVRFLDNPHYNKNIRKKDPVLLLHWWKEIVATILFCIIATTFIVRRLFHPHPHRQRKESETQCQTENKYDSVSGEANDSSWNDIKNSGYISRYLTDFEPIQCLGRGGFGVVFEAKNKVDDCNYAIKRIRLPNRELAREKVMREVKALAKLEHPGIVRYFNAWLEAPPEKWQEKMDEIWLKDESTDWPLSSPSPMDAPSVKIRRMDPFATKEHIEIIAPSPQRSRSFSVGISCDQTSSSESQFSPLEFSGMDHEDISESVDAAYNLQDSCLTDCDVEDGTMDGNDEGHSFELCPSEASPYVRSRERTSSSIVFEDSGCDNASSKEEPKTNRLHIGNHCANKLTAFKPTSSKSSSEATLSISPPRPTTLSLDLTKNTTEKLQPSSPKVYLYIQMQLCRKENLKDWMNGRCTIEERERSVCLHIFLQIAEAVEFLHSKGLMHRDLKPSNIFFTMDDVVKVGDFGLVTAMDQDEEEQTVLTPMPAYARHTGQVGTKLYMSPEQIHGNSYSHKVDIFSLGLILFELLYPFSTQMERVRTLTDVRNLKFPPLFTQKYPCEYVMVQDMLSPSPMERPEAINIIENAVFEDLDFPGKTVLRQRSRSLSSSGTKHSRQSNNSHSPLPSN
RBBP9 inhibitor: inhibitors of human serine hydrolase RBBP9; recombinant RBBP9, FP-Rh probe fluorescence polarization; inhibition, % at 7.94 µM; actives 0.2% (n = 220,000); AID 1515; O75884;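 active = inhibition above the campaign mean of all tested compounds plus 3 SD, cut at about 14% in these data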;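 note: plate controls were DMSO wells with RBBP9 for no effect and wells lacking RBBP9 protein for full effect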
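Material: RBBP9 protein. Amount: RBBP9 at 2.5 µM in dispensed solution, before mixing. Schedule: 30 min then 45 min, 25 °C. Medium: Tris buffer pH 8.0, NaCl, Pluronic. Measured by: fluorescence polarization. Measure: percent inhibition from mP, scaled between DMSO and no-protein wells. Replication: one well per compound.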
Hck Nef HTS: inhibitors of human Hck kinase activated by Nef; Recombinant Hck-YEEI plus Nef, Z-Lyte FRET kinase assay; inhibition, % at 20 µM; P08631; actives 0.68% (n = 220,000);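 active = Hck-Nef kinase inhibition above about 50%, limit read from the data; inactive = inhibition below that limit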;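 note: 0% = DMSO with Hck plus Nef and 100% = Hck alone without Nef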
zVAD death inh: blocks zVAD induced death of L929 cells; L929 zVAD necroptosis rescue, ATP luminescence, 24 h; with zVAD 60 µM; viability rescue, % at 10 µM; actives 0.38% (n = 220,000);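 active = activation, scaled between plate controls, above about 75%, limit read from the data; inactive = activation under that limit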;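 note: 0% = zVAD with DMSO and 100% = DMSO alone without zVAD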
EP2 antag: inhibitors of human EP2 prostaglandin E2 receptor; actives 0.52% (n = 260,000); inhibition, % at 25 µM; AID 1422; P43116; C6 glioma cells expressing human EP2, cAMP TR-FRET; cells stimulated with saturating PGE2;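 active = percent inhibition above 40 after rounding to a whole number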;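 note: rat C6 glioma host cells with rolipram phosphodiesterase inhibitor present; the protocol text gives 20 µM as final concentration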
Runt-SMMHC FRET: inhibitors of human RUNX1 Runt domain binding to CBFb-SMMHC; Q01196+Q13951; Cerulean-Runt/Venus-CBFb-SMMHC FRET ratio 530/480, 1 h; inhibition, % at 20 µM; actives 0.74% (n = 220,000);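 active = mean inhibition across duplicate retests at 20 µM reaching about 50%, limit read from the data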;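 note: 0% = DMSO wells and 100% = wells with excess untagged CBFb-SMMHC; inhibitors lower the FRET ratio by blocking Runt binding to CBFb-SMMHC; some results filed as inactive read as strong as hits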
Active calls of the source: *; & = joins results of further samples.

Preview, 4 compounds:
Every second line gives: EP2 modulator, Runt-CBFb FRET, TNF death inh, PERK inh, RBBP9 inhibitor, Hck Nef HTS, zVAD death inh, EP2 antag, Runt-SMMHC FRET
CN(C(=O)c1ccccc1C(=O)OCC(=O)NCc1cccs1)C1CCCCC1
    23.4, -1.0, 0.7, -0.5, -7.3, 23.6, 1.6, 11.5, -2.1
O=C(c1ccc2c(c1)OCO2)[C@@H]1[C@@H]2C(=O)N(C3CCCCC3)C(=O)[C@@H]2C2c3ccccc3C=CN21 (stereo partly specified)
    14.1, -3.2, -2.9, -0.8, 1.2, 1.5, 0.8, 18.4, -4.3
C=CCn1c(SC(C)C(=O)NCc2ccc3c(c2)OCO3)nnc1C1CCCCC1 (stereo unspecified)
    1.6, -3.1, -2.2, -0.8, -7.4, -3.0, -0.6, -1.7, -6.9
COC(=O)c1cn(NC(=O)Cc2ccc(Cl)cc2)c(=O)c2ccccc12
    -5.6, 0.8, 0.8, 0.2, -10.2, -0.9, -0.1, 15.2, 1.6

The listing, previewed entries included:
Every second line gives: EP2 modulator, Runt-CBFb FRET, TNF death inh, PERK inh, RBBP9 inhibitor, Hck Nef HTS, zVAD death inh, EP2 antag, Runt-SMMHC FRET
CN(C(=O)c1ccccc1C(=O)OCC(=O)NCc1cccs1)C1CCCCC1
    23.4, -1.0, 0.7, -0.5, -7.3, 23.6, 1.6, 11.5, -2.1
O=C(c1ccc2c(c1)OCO2)[C@@H]1[C@@H]2C(=O)N(C3CCCCC3)C(=O)[C@@H]2C2c3ccccc3C=CN21 (stereo partly specified)
    14.1, -3.2, -2.9, -0.8, 1.2, 1.5, 0.8, 18.4, -4.3
C=CCn1c(SC(C)C(=O)NCc2ccc3c(c2)OCO3)nnc1C1CCCCC1 (stereo unspecified)
    1.6, -3.1, -2.2, -0.8, -7.4, -3.0, -0.6, -1.7, -6.9
COC(=O)c1cn(NC(=O)Cc2ccc(Cl)cc2)c(=O)c2ccccc12
    -5.6, 0.8, 0.8, 0.2, -10.2, -0.9, -0.1, 15.2, 1.6
CCN(C(=O)c1cc2ccccc2oc1=O)c1cccc(C)c1
    7.7, 0.4, -0.1, -1.1, -8.4, -1.1, -0.2, 8.6, -2.9
Cc1occc1C(=O)n1nnc2ccccc21
    19.1, 1.8, -3.9, -0.3, 2.5, 7.5, 1.3, 4.6, -3.1
O=C(CS(=O)(=O)c1ccc2ccccc2c1)N1CCCCCC1
    -18.6, 0.8, -0.7, 0.2, -2.7, 21.1, 5.1, 15.4, 1.5
COc1ccc(NC(=O)c2ccc(NC(=O)C(C)C)cc2)c([N+](=O)[O-])c1
    -33.5, -6.4, 1.9, 0.8, -2.8, 3.1, 1.1, 4.1, -14.2
O=C(N/N=C/C1=Cc2ccccc2OC1)c1ccncc1
    -24.9, 3.5, -0.8, 0.6, 2.0, -6.0, -0.4, 7.0, 1.2
COc1ccc(/C=N/Nc2ncnc3sc4c(c23)CCCC4)cc1OC
    -15.2, -0.1, 0.7, 0.2, -7.8, 3.0, 0.8, 5.1, -2.8
CC(C)(C)c1ccc(S(=O)(=O)N2C=CC(C(F)(F)F)=NCC2)cc1
    10.9, -1.9, 1.4, -0.1, -0.2, 1.0, -1.0, 14.6, 2.1
CCN(CC)CCSc1nc(O)c(-c2ccccc2)c(=O)[nH]1
    11.3, 1.8, -0.2, -0.4, 2.0, -16.1, -1.2, 2.6, -1.4
O=c1c2ccccc2nnn1Cc1cccc2ccccc12
    0.9, -2.1, -1.2, 1.1, -4.9, 1.2, -0.1, 1.1, 2.6
Cn1c(N)c(C(=O)COC(=O)c2nc(Cl)ccc2Cl)c(=O)n(C)c1=O
    -5.0, 1.4, -1.9, -0.7, -2.2, 19.6, 10.2, 3.3, -0.9
Cc1ccc(SCc2cn3ccccc3n2)cc1
    -42.8, -1.4, -0.8, -0.6, -11.5, 16.1, -0.3, 9.3, -2.8
COc1ccc(C2=NOC(Cn3c(Cc4ccc(Cl)cc4)nc4c3c(=O)n(C)c(=O)n4C)C2)cc1 (stereo unspecified)
    9.8, -5.0, -2.5, -0.9, -9.6, 0.4, -0.3, -1.6, -3.0
CCOCC(=O)Nc1nc2ccc(C)cc2s1
    -1.0, -1.4, 12.0, 0.0, -6.4, -6.3, 0.2, 15.0, 8.9
CCCCNC(=S)Nc1ccc(OC)nc1
    3.0, -2.6, 0.9, 1.0, -2.5, 21.1, 0.7, 1.0, -8.5
O=C(O)CCCCCN1C(=O)c2ccc(C(=O)O)cc2C1=O
    -10.9, -1.8, 0.5, 0.9, -1.7, 0.8, 1.3, 7.2, -5.6
C=CCn1c(C(C)NC(=O)COC)nc2ccccc21 (stereo unspecified)
    2.3, 1.3, 2.7, -0.2, -7.3, -3.2, 1.2, 10.2, 0.5
COc1ccccc1N1CCN(C(=O)c2sc3nc(-c4ccccc4)cn3c2C)CC1
    -33.5, -6.7, -2.7, -1.9, -11.8, 9.7, -0.7, 11.4, -12.5
O=C1c2ccccc2S(=O)(=O)N1CC1CC(c2ccccc2)=NO1 (stereo unspecified)
    -26.1, 0.2, 2.0, -1.8, -14.6, -0.9, 1.4, -2.2, 2.1
CCn1c(SCC(=O)c2ccc3c(c2)OCCO3)nnc1-c1ccco1
    -14.2, 3.1, -0.2, -0.2, -3.1, 1.2, 0.8, 7.0, 1.0
Cc1ccc(-n2cc(CNC(C)c3cnn(C)c3)c(-c3ccc(F)cc3)n2)cc1 (stereo unspecified)
    -55.2, -0.1, 0.4, -0.5, -12.0, 27.3, 0.9, 4.0, -0.7
Cn1c(C(=O)N2CCC(C(=O)N3CCOCC3)CC2)cc2sccc21
    -8.1, -0.7, 0.2, 0.6, 4.4, -4.3, 0.4, 10.7, -4.2
COC(=O)c1ccc(Cc2ccccc2)o1
    -2.6&34.3, 0.5, 55.2*, 2.2, 1.8, -9.5, 0.8, 11.5&-0.7, 1.5
CC(=O)NC(Cc1ccccc1)C(=O)OCC(=O)c1ccccc1 (stereo unspecified)
    42.1, 0.6, 0.6, 1.4, -4.3, 5.7, -0.1, 8.0, 1.6
COc1ccccc1NC(=O)COc1ccc(Br)cc1CNCCCN1CCOCC1
    39.6, -1.7, 3.0, 0.9, 7.5, -5.3, -0.6, 2.5, 4.6
CCn1c(=NC(=O)C2COc3ccccc3O2)sc2c(OC)ccc(OC)c21 (stereo unspecified)
    24.8, 1.2, 0.2, -0.2, -6.0, 20.7, 0.6, 9.1, -2.0
CN(Cc1ccccc1)C(=O)N[C@@H](Cc1ccccc1)C(=O)O
    32.6, 0.8, 1.6, 0.3, -5.5, -7.7, 0.8, 10.9, 2.7

A second format for part of the listing above:
| Compound | EP2 modulator | Runt-CBFb FRET | TNF death inh | PERK inh | RBBP9 inhibitor | Hck Nef HTS | zVAD death inh | EP2 antag | Runt-SMMHC FRET |
| --- | --- | --- | --- | --- | --- | --- | --- | --- | --- |
| C=CCn1c(C(C)NC(=O)COC)nc2ccccc21 (stereo unspecified) | 2.3 | 1.3 | 2.7 | -0.2 | -7.3 | -3.2 | 1.2 | 10.2 | 0.5 |
| COc1ccccc1N1CCN(C(=O)c2sc3nc(-c4ccccc4)cn3c2C)CC1 | -33.5 | -6.7 | -2.7 | -1.9 | -11.8 | 9.7 | -0.7 | 11.4 | -12.5 |

New compounds follow:
Every second line gives: EP2 modulator, Runt-CBFb FRET, TNF death inh, PERK inh, RBBP9 inhibitor, Hck Nef HTS, zVAD death inh, EP2 antag, Runt-SMMHC FRET
COC(=O)c1[nH]c(C)c(/C(O)=C2\C(=O)C(=O)N(CCN(C)C)C2c2ccc(C)o2)c1C (stereo unspecified)
    3.2, 0.6, -0.4, 0.6, -0.7, -1.3, -0.3, 5.3, 0.3
N/C(=N\OS(=O)(=O)c1cccc([N+](=O)[O-])c1)c1ccncc1
    5.5, 0.2, 1.2, -0.7, -0.7, 10.1, 0.9, 7.8, -1.6
COc1ccc(CC(=O)NNC(=O)c2cccnc2)cc1OC
    26.3, 0.4, -0.7, 0.4, -1.3, 24.9, 22.2, 4.3, -2.7
Cc1ccc(/C=C(\C#N)c2nn(-c3ccccc3)c(N)c2C#N)cc1
    -4.5, 1.9, 1.1, -1.4, -5.7, 12.6, 3.8, 15.8, -2.3
CCOc1cc(C(=O)NCCc2ccc(S(N)(=O)=O)cc2)cc(OCC)c1OCC
    8.4, -0.2, 7.4, 0.5, -3.6, 19.6, 1.8, 3.6, -2.0
Cc1cccnc1NC(=O)Nc1ccc(F)cc1
    -14.5, -2.0, -0.5, 0.9, -8.2, 5.3, 81.9*, 9.8, -6.2
COc1ccc(C(=S)N2CCN(C)CC2)cc1Br
    2.9, -0.6, 1.1, -0.5, -9.3, -0.5, 0.7, 5.5, 2.6
O=C1c2ccccc2C(=O)N1CSc1nnc(Nc2ccccc2F)s1
    -17.6, 1.4, 0.1, 1.7, 2.9, 1.7, 0.1, 11.0, 2.1
N#Cc1nc(COc2ccc(-c3ccccc3)cc2)oc1NCCCN1CCOCC1
    -27.3, -1.3, -6.1, -0.7, 0.9, 2.1, 0.4, 17.9, -0.9
Cc1cccc(/C=c2\s/c(=C\C(=O)C(C)(C)C)[nH]c2=O)c1
    -11.7, -2.2, -1.6, -0.7, -9.8, -1.1, 1.9, 16.8, -6.4
N#CNC1=NCN(Cc2ccccc2)CN1
    -3.2, 0.3, 0.3, 1.0, -4.8, -1.8, 1.3, 10.4, -5.3
CNC(=O)Cc1csc2ccc(C)cc12
    -17.9, 1.8, 1.2, 1.0, -1.3, 13.3, 0.2, 9.0, -7.6
Fc1ccc(-n2nnc(-c3cccnc3Cl)n2)cc1
    -23.0, -1.4, -1.2, 0.3, -3.7, -22.9, 1.1, 8.8, 0.0
Cc1csc(C(C#N)C(=O)c2cc3ccccc3o2)n1 (stereo unspecified)
    -18.9, -5.5, -1.8, 1.2, -11.4, 1.2, -0.1, 10.0, -5.5
CSc1ncccc1C(=O)OCn1nnc2ccccc2c1=O
    4.2, -2.1, -1.5, 0.1, -4.5, 1.9, -0.6, 13.3, -7.4
Cc1csc(Sc2ccc(C(=O)OCC(=O)Nc3ccc(F)cc3[N+](=O)[O-])cc2[N+](=O)[O-])n1
    -1.0, -0.4, 1.4, 1.2, -5.8, 2.5, 1.1, 6.4, -1.6
CC(=O)c1ccc(N2CCN(C(=O)c3cc(C)on3)CC2)cc1
    31.0, -3.3, -0.8, 0.3, 2.9, 7.1, -0.5, 4.8, 9.8

High-throughput results deposited in PubChem by several laboratories.

Not all compounds are listed; rates above refer to the full screens.
